# RGS4 inh = inhibitors of human RGS4; P49798; HEK293 M3R/RGS4 inducible, Fluo-4 calcium flux; active compounds read high; triggered by carbachol at its EC20; B-score at 10 µM; 0.45% of 310,000 active; AID 463165;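 active = B-score, a plate-corrected calcium signal, over three deviations above library mean, with baseline fluorescence within five deviations of library mean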;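 note: RGS4 expression induced by doxycycline in cells with stable M3 receptor; B-score is computed from the integrated fluorescence ratio over baseline after carbachol; higher B-score means a larger calcium signal and so more RGS4 inhibition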
# TRPC6 activator = mouse TRPC6 channel activation; Q61143; HEK293-TRPC6 membrane potential dye fluorescence; active compounds read high; B-score at 10 µM; 0.13% of 310,000 active; AID 2550;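 active = B-score of the integrated fluorescence ratio above library mean plus 3 SD, and starting fluorescence ratio within library mean plus 5 SD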;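 note: higher score means more depolarization so channel activation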
# Target sequence (Q61143 whole entry, looked up): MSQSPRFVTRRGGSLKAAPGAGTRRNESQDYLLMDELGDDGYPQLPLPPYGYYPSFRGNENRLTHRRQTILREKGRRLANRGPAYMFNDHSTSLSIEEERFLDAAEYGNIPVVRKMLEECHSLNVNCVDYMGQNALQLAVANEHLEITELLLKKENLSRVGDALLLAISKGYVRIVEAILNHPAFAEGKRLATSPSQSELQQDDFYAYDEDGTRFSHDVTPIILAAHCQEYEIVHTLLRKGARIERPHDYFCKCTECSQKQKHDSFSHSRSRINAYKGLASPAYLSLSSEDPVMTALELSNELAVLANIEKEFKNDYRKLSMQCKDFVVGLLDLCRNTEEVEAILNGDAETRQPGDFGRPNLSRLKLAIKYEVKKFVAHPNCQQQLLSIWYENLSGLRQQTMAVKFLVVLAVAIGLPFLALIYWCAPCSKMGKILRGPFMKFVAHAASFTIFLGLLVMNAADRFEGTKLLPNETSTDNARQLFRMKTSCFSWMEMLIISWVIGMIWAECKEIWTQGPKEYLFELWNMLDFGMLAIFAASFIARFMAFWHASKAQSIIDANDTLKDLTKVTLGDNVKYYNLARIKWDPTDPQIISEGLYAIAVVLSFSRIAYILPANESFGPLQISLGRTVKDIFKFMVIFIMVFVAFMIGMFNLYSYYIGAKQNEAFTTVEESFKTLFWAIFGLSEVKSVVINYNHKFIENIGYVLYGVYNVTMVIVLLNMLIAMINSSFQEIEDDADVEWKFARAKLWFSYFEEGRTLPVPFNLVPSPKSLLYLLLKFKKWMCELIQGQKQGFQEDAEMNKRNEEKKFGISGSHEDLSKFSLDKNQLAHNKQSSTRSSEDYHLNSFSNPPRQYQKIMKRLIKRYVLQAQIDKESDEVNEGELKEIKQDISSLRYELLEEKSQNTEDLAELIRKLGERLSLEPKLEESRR
# MrgX1 PAM = allosterically activates human MrgX1 receptor signaling | MrgX1-HEK293, Fluo-4 calcium flux, FDSS; active compounds read high | B-score at 10 µM | 0.63% of 310,000 active | AID 588675;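 active = plate-corrected calcium response at least 3 library SD above typical, normal starting fluorescence, not activating the receptor alone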;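 note: compound read alongside a low EC10 to EC30 dose of BAM8-22 agonist; peak minus trough fluorescence over baseline measured at the second addition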
# SKKanGAS inh = blocks kanamycin growth of S. pyogenes SKKanGAS strain. BacTiter-Glo, 6 h. inhibition, % at 7.5 µM. 1.3% of 300,000 active. AID 1662;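 active = mean replicate score, as percent of positive control median, at least 50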;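 note: strain carries kanamycin resistance gene driven by streptokinase promoter and grows in 40 µg/ml kanamycin; loss of luminescence reflects streptokinase promoter inhibition or plain growth inhibition; 0% = median of DMSO wells and 100% = positive control at its reference dose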
# HIF act = HIF pathway transcriptional activation | U2OS HRE-luciferase reporter, luminescence; normalized: DMSO 0%, desferrioxamine 100% | activation, % at 7.5 µM (by protocol) | 0.32% of 300,000 active | AID 1910;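 active = mean activation of at least 10% of the iron chelator positive control signal, with at least half of replicates also reaching 10%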
# MrgX1 agonist = agonists of human MrgX1 receptor. Q96LB2. MrgX1-HEK293 cells, Fluo-4 calcium fluorescence, agonist mode; active compounds read high. B-score at 10 µM. 0.44% of 310,000 active. AID 588627;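 active = calcium response B-score plate-corrected fluorescence ratio at least 3 library SD, with starting fluorescence B-score inside 5 SD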
#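 Material: HEK293 cells stably expressing human MrgX1 receptor | Quantity: 15,000 cells per well | Times: Cells plated overnight, dye loaded 0.5 h 37 °C, 0.5 h room temperature | Measured by: Kinetic Fluo-4 NW fluorescence of intracellular calcium | Control set: Positive and negative controls per plate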
# Platelet DG rel = platelet dense granule release activity; human platelet-rich plasma, SFLLRN dense granule ATP release, luminescence; inhibition, %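 (compounds screened at 7.5 µM in platelet-rich plasma)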; 0.22% of 300,000 active; AID 1663;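 active = mean replicate score, as percent of positive control, at or above 50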
# TRPC6 inhibitor = inhibitors of mouse TRPC6 channel. B-score at 10 µM. Q61143. 1.1% of 310,000 active. AID 2553. HEK293-TRPC6, membrane potential dye, ACh-evoked depolarization; active compounds read low;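 active = B-score under library mean minus 3 SD, initial fluorescence not abnormally high, positive integrated signal ratio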;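 note: B-score derived from integrated fluorescence ratio over the kinetic read; more negative B-score means stronger inhibition of depolarization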
# MrgX1 antag = human MrgX1 receptor antagonism, primary screen | Q96LB2 | MRGX1-HEK293 calcium flux, Fluo-4, BAM8-22 antagonism; active compounds read low | B-score at 10 µM | 1.3% of 310,000 active | AID 588676;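 active = calcium-response B-score plate-corrected more than 3 library SD below zero, starting fluorescence within 5 deviations, no agonist response on first addition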;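 note: peak minus trough fluorescence over baseline after final BAM8-22 challenge near maximal dose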
# RGS4 pot = RGS4 potentiation or activation | HEK293 M3R/inducible RGS4, carbachol calcium flux Fluo4; active compounds read low | B-score at 10 µM | 0.92% of 310,000 active;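 active = B-score of the integrated calcium signal more than 4 SD below the library mean, with starting fluorescence not abnormally high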;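 note: negative B-score means reduced calcium response which marks RGS4 activation or potentiation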
#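 Test system: HEK293 cells with stable M3R and inducible RGS4; also added: carbachol at ECmax as muscarinic agonist stimulus; schedule: dye loading 30 min 37 °C, buffer rest 30 min RT; technique: kinetic calcium fluorescence imaging with Fluo4-AM dye, 2 µM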
# TRPC4 block = inhibitors of mouse TRPC4 channel. HEK293 TRPC4beta/mu-opioid, DAMGO-evoked Fluo4 calcium flux; active compounds read low. B-score at 10 µM. 0.39% of 300,000 active. Q9QUQ5. AID 2247;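 active = B-score over 3 SD under the library average, no early fluorescence shift, positive overall ratio signal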
#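 Assay system: HEK293 cells with stable TRPC4beta plus mu-opioid receptor expression; Probe or stimulus: DAMGO in two steps, submaximal then maximal; Dosing: single-point compound dosing; Measured by: Fluo4 calcium-dye fluorescence, kinetic read; Read-out basis: B score from integrated Fluo4 fluorescence ratio.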
# An asterisk follows results filed as active; i = inactive; . = not tested or not shown.
structure	TRPC6 activator	MrgX1 agonist	MrgX1 antag	SKKanGAS inh	RGS4 inh	TRPC4 block	Platelet DG rel	TRPC6 inhibitor	HIF act	RGS4 pot	MrgX1 PAM
COc1ccc(C(=O)O/N=C(\C)c2ccccc2)cc1	i	i	i	48	i	i	65*	i	1.0	i	i
Cc1ccc(NC(=S)N(CCCN2CCOCC2)Cc2cccnc2)cc1C	i	i	i	0	i	i	12	i	0.7	i	i
O=C(CC1(O)C(=O)Nc2ccccc21)c1ccc2c(c1)OCO2 (centres undefined)	i	i	i	7	i	i	9	i	-0.3	i	i
CCCCCCCCC1=NCCc2c1[nH]c1ccccc21	i	i	i	8	i	i	26	i	0.6	i	i
Cc1cccc(S(=O)(=O)N2CCN(Cc3ccc4c(c3)OCO4)CC2)c1	i	i	i	0	i	i	-8	i	-0.6	-10*	i
COc1ccc(N2CCN(C(=O)c3cccnc3SCc3cccc(Br)c3)CC2)cc1	i	i	i	5	i	i	8	i	-0.3	i	i
CC1CCc2sc(C(=O)OCC(=O)NC(C)C)cc2C1 (centres undefined)	i	i	i	-2	i	i	6	i	0.2	i	i
COc1ccc(CCNC(=O)CSCc2c(F)cccc2Cl)cc1OC	i	i	i	0	i	i	-6	i	-0.4	i	i
Cc1ccc(S(=O)(=O)Nc2ccc(C(=O)Nc3cc(C)on3)cc2)cc1	i	i	i	-9	i	.	-6	i	0.3	i	i
CCOC(=O)C1(CCCc2ccccc2)CCN(S(=O)(=O)N(C)C)CC1	i	i	i	2	i	i	-1	i	0.2	i	i
COc1ccc(CCNC(=O)c2cc(S(=O)(=O)N3CCOCC3)cn2C)cc1OC	i	i	i	-3	i	i	51*	i	-0.7	i	i
Cc1cccc(OCCC(=O)Nc2nnc(C)s2)c1	i	i	i	2	i	i	-7	i	0.3	i	i
CCN(CC)C(=O)c1ccc(Nc2nnc(C)c3ccccc23)cc1	i	i	i	5	i	i	-2	i	0.1	i	i
COc1ccc2c(c1)[nH]c1c(Cl)ncnc12	i	i	i	10	i	i	18	i	0.0	i	i
CC(C)(C)C(=O)N1CCN(c2nc3ccccc3s2)CC1	i	i	i	-8	i	i	3	i	4.5	i	i
Cc1ccc(-c2cc(-c3cccs3)[nH]n2)c(O)c1	i	i	i	16	i	i	7	i	2.1	i	i
O=C(Cn1nnc2ccccc2c1=O)Nc1ccc(S(=O)(=O)N2CCOCC2)cc1	i	i	i	-5	i	i	2	i	0.5	i	i
CCc1cccc(NC(=O)CSCc2cc(=O)[nH][nH]2)c1	i	i	i	-1	i	i	12	i	-0.4	i	i
O=S(=O)(N/N=C/c1ccc2c(c1)OCO2)c1ccc(Br)cc1	i	i	i	-3	i	i	-7	i	-0.2	i	i
COc1ccc(CCN(Cc2cccs2)S(=O)(=O)c2ccc(C(=O)O)cc2)cc1OC	i	i	i	13	i	i	10	i	0.0	i	i
CC(C)c1ccc(/C=N/Nc2ccc(C(=O)O)cc2)cc1	i	i	i	-11	i	i	-6	i	-3.1	i	i
CC(Cc1c[nH]c2ccccc12)NC(N)=O (centres undefined)	i	i	i	-2	i	i	-18	i	-23	i	i
NS(=O)(=O)c1ccc(NCc2c(F)cccc2Cl)cc1	i	.	.	-9	i	i	4	i	0.1	i	.
O=C(OCc1nc2ccccc2[n+]([O-])c1C(=O)c1ccccc1)c1cccnc1	i	i	i	-5	i	i	4	i	-0.2	i	i
CN1CCc2c(sc3c2c(=O)n(-c2ccccc2)c2n[nH]c(=S)n32)C1	i	i	i	4	i	i	3	i	0.0	i	i

structure	TRPC6 activator	MrgX1 agonist	MrgX1 antag	SKKanGAS inh	RGS4 inh	TRPC4 block	Platelet DG rel	TRPC6 inhibitor	HIF act	RGS4 pot	MrgX1 PAM
Cc1cccc(C(=O)Nc2cc(=O)n(C)c(=O)n2C)c1	i	i	i	1	i	i	-5	i	-0.3	i	i
CCOC(=O)C(C)(C)Sc1nc2c(cnn2-c2ccc(F)cc2)c(=O)[nH]1	i	i	i	2	i	i	10	i	0.2	i	i
Cc1ccc(-n2[nH]c3c4c(ccc3c2=O)C(=O)c2ccccc2C4=O)cc1	i	i	i	0	i	i	1	i	-0.4	i	i
CC(=O)c1ccc(NC(=O)c2ccc(S(=O)(=O)c3ccccc3)cc2)cc1	i	i	i	-7	i	i	-2	i	0.4	i	i
COCCNC(=O)c1ccc2c(=O)n(Cc3ccco3)c(SCC(=O)NC3CCCCC3)nc2c1	i	i	i	-3	i	i	-3	i	-0.3	i	i
O=c1oc2cccnc2n1CCS(=O)(=O)c1ccc(F)cc1	i	i	i	4	i	i	0	i	-0.3	i	i
CC1CCCC(C)N1C(=O)COC(=O)Cc1c[nH]c2ccccc12 (centres undefined)	i	i	i	-4	i	i	-2	i	-1.3	i	i
CCCc1ccc(C(=O)CCC(=O)O)cc1	i	i	i	4	i	i	-5	i	-0.9	i	i
COc1cccc2cc(-c3ccccc3)c(=O)oc12	i	i	i	3	i	i	8	i	2.1	i	i
O=C(O)CSCC(=O)N1CCCN(c2nccc(C(F)(F)F)n2)CC1	i	i	i	1	i	i	-1	i	0.9	i	i
CCCC(C)NC(=O)/C=C/c1cccc([N+](=O)[O-])c1 (centres undefined)	i	i	i	-11	i	i	-20	i	-0.1	i	i
CC(C)(C)c1ccc(/C=N/Nc2cccc(C(=O)O)c2)cc1	i	i	i	8	i	i	10	i	0.6	i	i
CCNC(=S)N=Nc1c(O)[nH]c2ccc(C(C)C)cc12	i	i	i	-18	i	i	-9	i	-0.2	i	i
CCN(CC)S(=O)(=O)c1ccc2c(c1)c(=O)c(C(=O)NCCOC)cn2C	i	i	i	3	i	i	-1	i	0.0	i	i
COCC(=O)N(C)c1nnc(-c2cnccn2)s1	i	i	i	-2	i	i	-5	i	-3.7	i	i
O=C(CC1C(=O)NCCN1Cc1ccoc1)NCCCn1ncc2ccccc21 (centres undefined)	i	i	i	-1	i	i	7	i	-0.9	i	i
O=C(CCCNS(=O)(=O)c1cccs1)N1CCc2ccccc2C1	i	i	i	-3	i	i	0	i	-0.4	i	i
COc1cc(NC(=O)c2cc3ccccc3o2)c(OC)cc1Br	i	i	i	-1	i	i	5	i	0.4	i	i
CCOc1cc(S(=O)(=O)N2CCN(S(=O)(=O)CC)CC2)c(OCC)cc1-n1cnnn1	i	i	i	-1	i	i	1	i	0.3	i	i
CC1CC(C)(C)NC(=S)N1CC(=O)NCc1ccc(Cl)cc1 (centres undefined)	i	i	i	-6	i	i	-4	i	-0.1	i	i
COc1cccc(NC(=O)NCCN2CCCCC2)c1	i	i	i	7	i	i	-2	i	-0.5	i	i
Cc1ccc(-c2nc(C)sc2CC(=O)O)cc1	i	i	i	-5	i	i	4	i	-0.5	i	i
COc1ccccc1/C=C(/C(=O)OCC(=O)N(C)Cc1ccccc1)c1ccccc1	i	i	i	-2	i	i	2	i	0.4	i	i
Cc1cc[n+]2c3c(cccc13)CCC2	i	i	i	.	i	i	-17	i	0.2	i	i
CCc1ccc(NC(=O)CN(c2ccccc2)S(=O)(=O)N(C)C)cc1	i	i	i	5	i	i	3	i	0.2	i	i

structure	TRPC6 activator	MrgX1 agonist	MrgX1 antag	SKKanGAS inh	RGS4 inh	TRPC4 block	Platelet DG rel	TRPC6 inhibitor	HIF act	RGS4 pot	MrgX1 PAM
CCN(CC(=O)NCc1ccc(F)cc1)CC(O)COCc1cccc(OC)c1 (centres undefined)	i	i	i	-5	i	i	9	i	-0.2	i	i
O=C(O)CCC(=O)N1N=C(c2ccc(Br)cc2)CC1c1ccc(Br)cc1 (centres undefined)	i	i	i	19	i	i	-18	i	0.7	i	i
O=C(CN(Cc1cccs1)C(=O)CSc1nnc(COc2ccccc2)o1)NC1CCCCC1	i	i	i	-11	i	i	-7	i	-0.6	i	i
C/C(=N\N=C(N)N)c1ccc(Cl)cc1	i	i	i	0	i	i	-8	i	-0.1	i	i
COc1ccc(CC(=O)OCC(=O)Nc2c(C)n(C)n(-c3ccccc3)c2=O)cc1	i	i	i	-2	i	i	0	i	-0.1	i	i
O=C(C1CCC1)N1CCN(c2ccccc2)CC1	i	i	i	1	i	i	2	i	-0.3	i	i
CCC(CC)NC(=O)CCCSc1nc2ccccc2[nH]1	i	i	i	6	i	i	-5	i	-0.1	i	i
CC(=O)c1ccc(NC(=O)C2CC(=O)Nc3nc4ccccc4n32)cc1 (centres undefined)	i	i	i	-3	i	i	3	i	-0.3	i	i
CC(C)C(C(=O)NC1=NCCS1)c1ccc(Cl)cc1 (centres undefined)	i	i	i	23	i	i	5	i	-1.2	i	i
CCn1c(Oc2ccccc2)nc2c1c(=O)n(C)c(=O)n2C	i	i	i	5	i	i	-2	i	1.8	i	i
CSCCC(NC(=O)c1ccccc1Br)C(=O)Nc1ccc(C)cc1 (centres undefined)	i	i	i	3	i	i	-1	i	0.3	i	i
Cn1c(CN2CCOCC2)nnc1SCC(=O)NCCc1ccccc1	i	i	i	-6	i	i	-1	i	-0.7	i	i
COc1ccccc1C(=O)Nc1cc2c(cc1C(=O)O)OCCCO2	i	i	i	3	i	i	-18	i	0.6	i	i
COn1c(=O)c(-c2ccc(Cl)cc2)[n+]([O-])c2ccccc21	i	i	i	4	i	i	-3	i	0.3	i	i
CCc1nnc(NC(=O)COc2ccccc2[N+](=O)[O-])s1	i	i	i	3	i	i	-1	i	3.1	i	i
COc1ccc(/C=C2\Oc3cc(OCC(=O)N4CCC[C@H]4CO)ccc3C2=O)c(OC)c1	i	i	i	-2	i	i	-1	i	0.0	i	i
Cn1cc(/C=N\NC(=O)C2COc3ccccc3O2)c2ccccc21 (centres undefined)	i	i	i	-9	i	i	21	i	2.1	i	i
Cc1onc(-c2ccccc2)c1C(=O)N1CCN(S(=O)(=O)c2ccccc2C(F)(F)F)CC1	i	i	i	-4	i	i	10	i	-0.2	i	i
COc1cc(CN(C(=O)c2ccco2)c2ccc(C)cc2)ccc1O	i	i	i	7	i	i	3	i	-0.2	i	i
COc1ccc2oc(=O)c(C(=O)N3CCN(c4ccccc4C)CC3)cc2c1	i	i	i	-3	i	i	9	i	3.2	i	i
